F508del corr: F508del CFTR correction, initial screen, CFBE line, single point. CFBE cells, YFP halide quenching; stimulated with forskolin plus potentiator P3; % fluorescence drop versus neutral controls. activity (quench increase), % at 7.58 µM. actives 0.36% (n = 350,000);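 active = mean added fluorescence quench of at least 8% versus neutral control, with both replicates also reaching 8%; inconclusive = only one of the mean or replicate conditions met; inactive = mean below 8% and not both replicates reaching 8%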;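 note: cells transiently co-express mutant CFTR-F508del with the halide-sensitive YFP; corrector assay measuring rescue of mutant channel to the surface after 24 h compound exposure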
esBAF inh: Bmi1 luciferase reporter increase in mESCs, primary screen, esBAF inhibitor project, mouse ES cells, Bmi1 luciferase knock-in, single point; reporter increase, % at 12.5 µM; 24 h; 100% = twice the neutral-well signal; actives 2% (n = 350,000); AID 602393, 2012; in the data active = activation above about 40%; inconclusive = no clear call, values can overlap the other calls;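 note: 0% = median of the plate's neutral control wells and 100% = double that signal; a rise in the Bmi1 reporter signal indicates esBAF inhibition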
ERAP1 HTS inh: human ERAP1 aminopeptidase inhibitors, primary screen, biochemical, single point, plate reader; Endoplasmic reticulum aminopeptidase 1 (Homo sapiens), Q9NZ08; actives 0.15% (n = 340,000); recombinant ERAP1, Leu-AMC fluorescence, 60 min; inhibition, % at 10.7 µM;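 active = mean replicate inhibition of at least 30%, or all replicates individually reaching that 30% level; inactive = mean below 30% and not every replicate reaching it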;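 note: 0% = neutral control wells and 100% = L-leucinethiol positive control wells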
Target sequence (Q9NZ08 whole entry, looked up): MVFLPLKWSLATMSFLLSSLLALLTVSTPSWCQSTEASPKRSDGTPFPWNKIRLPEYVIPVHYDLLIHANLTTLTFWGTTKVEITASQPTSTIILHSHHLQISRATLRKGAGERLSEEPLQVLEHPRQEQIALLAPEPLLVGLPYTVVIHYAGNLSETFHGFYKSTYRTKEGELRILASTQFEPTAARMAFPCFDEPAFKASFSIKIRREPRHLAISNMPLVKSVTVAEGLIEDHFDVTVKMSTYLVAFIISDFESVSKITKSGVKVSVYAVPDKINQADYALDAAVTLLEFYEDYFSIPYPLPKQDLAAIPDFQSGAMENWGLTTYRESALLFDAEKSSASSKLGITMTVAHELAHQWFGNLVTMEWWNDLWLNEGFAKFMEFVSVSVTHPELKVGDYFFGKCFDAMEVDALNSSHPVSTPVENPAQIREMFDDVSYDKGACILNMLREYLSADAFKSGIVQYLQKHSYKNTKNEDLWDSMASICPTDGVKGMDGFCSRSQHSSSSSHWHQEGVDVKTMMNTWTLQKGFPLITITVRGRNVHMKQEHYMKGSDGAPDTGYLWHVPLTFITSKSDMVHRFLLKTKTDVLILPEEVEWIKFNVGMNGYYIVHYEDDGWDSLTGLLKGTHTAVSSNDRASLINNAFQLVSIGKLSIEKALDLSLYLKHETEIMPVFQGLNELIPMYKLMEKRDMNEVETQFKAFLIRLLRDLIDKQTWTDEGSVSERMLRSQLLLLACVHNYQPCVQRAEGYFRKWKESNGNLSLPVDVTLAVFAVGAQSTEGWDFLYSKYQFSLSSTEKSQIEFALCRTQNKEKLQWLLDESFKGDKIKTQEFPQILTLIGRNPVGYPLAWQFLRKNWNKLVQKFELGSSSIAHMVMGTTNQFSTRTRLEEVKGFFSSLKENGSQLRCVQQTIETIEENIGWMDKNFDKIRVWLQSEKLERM
INS-1E GSIS act: GLuc luminescence reporter in INS-1E cells, primary screen for activators of glucose-dependent secretion of insulin. AID 743287, 2014. activation, % at 16.6 µM. actives 0.61% (n = 370,000). INS-1E GLuc reporter insulin secretion, 2-3 h;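 active = lowest replicate activation of at least 40%, so every replicate reaches that level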;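 note: 0% = median of neutral control wells and 100% = median of IBMX positive control wells; some compounds called inactive have numbers as strong as hits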
RAD52 inh: RAD52 DNA annealing inhibitors, primary screen, biochemical, FRET, single point, set 2; recombinant RAD52 DNA annealing, FRET fluorescence; inhibition, % at 18.7 µM; actives 0.46% (n = 360,000); AID 651710, 2012;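 active = every replicate showing at least 50% inhibition; inconclusive = mean inhibition at least 50% but not in every replicate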
ARNT-TACC3 inh: disruptors of ARNT/TACC3 protein interaction, primary screen, biochemical, AlphaScreen, single concentration | actives 0.66% (n = 390,000) | inhibition, % at 9.99 µM | AlphaScreen His-ARNT PAS-B/GST-TACC3 binding, luminescence; TACC3 fragment carries E629A point mutation | Transforming acidic coiled-coil-containing protein 3 (Homo sapiens), Q9Y6A5;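 active = mean inhibition of replicates at least 50% and at least half of replicates each reaching 50%; inconclusive = half or more replicates reach 50% but mean below 50%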;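 note: 0% = complete ARNT plus TACC3 wells and 100% = ARNT alone without TACC3; many hits fall short of the cut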
RAD54 inh: inhibitors of human RAD54 branch migration, primary screen, biochemical, fluorescence, single point. DNA repair and recombination protein RAD54-like (Homo sapiens), Q92698. RAD54 Holliday junction branch migration, FAM/BHQ fluorescence. inhibition, % at 10.4 µM. actives 0.14% (n = 360,000). AID 602329, 2012;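 active = mean normalized replicate activity at least 40 and at least half of replicates scoring 40 or more; inconclusive = only one of the two criteria met; inactive = mean below 40 and under half of replicates reaching 40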;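 note: 0% = median of neutral control wells and 100% = median of positive control wells; inhibitors cause a drop in the FAM fluorescence signal; in these data hits start at about 50%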
Xi reactivation: activators of inactive X chromosome reactivation, primary screen, imaging, XiGFP fibroblasts, GFP high-content imaging, set 2. activation, % at 7.58 µM. XiGFP mouse fibroblasts, % GFP-positive cells imaging, 3 d; cells co-treated with 5-aza-dC sensitizer; scaled so ellipticine positive control = 100%. AID 743238, 2013. actives 0.055% (n = 360,000);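 active = mean normalized replicate activation at least 10% and every replicate at or above 10%; inconclusive = only one of the two criteria met; inactive = mean below 10% and not all replicates reach 10%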;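 note: 0% = median of on-plate neutral control wells and 100% = ellipticine 6 µM median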
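Material: XiGFP fibroblasts, SV40-immortalized; Buffer or medium: DMEM containing 5-aza-dC; Compound dosing: single point; Times: 3 days compound exposure.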
* marks the source's active call; other numbers are inactive results; ? = inconclusive; · = no result given; & = joins results of further samples.

SMILES	F508del corr	esBAF inh	ERAP1 HTS inh	INS-1E GSIS act	RAD52 inh	ARNT-TACC3 inh	RAD54 inh	Xi reactivation
C[C@H](CO)N1C[C@H](C)[C@@H](CN(C)C(=O)Cc2ccccc2)OCCCC[C@H](C)Oc2ccc(NC(=O)C3CCCCC3)cc2C1=O	0.9	2	·	-26	·	0	-2	-0.2
COCC(=O)N1CCC(Oc2ccc(C(=O)N[C@H](C(=O)OC)C(C)C)cc2)CC1	-0.4	0	-2	-4	-1	-2	5	0.0
C[C@H]1CN([C@@H](C)CO)C(=O)c2cccc(NC(=O)Nc3ccccc3)c2O[C@H]1CN(C)S(=O)(=O)c1cccs1	2.9	1	·	-8	·	·	·	0.1
C[C@@H]1CN([C@@H](C)CO)C(=O)c2cc(NC(=O)NC3CCCCC3)ccc2O[C@@H]1CN(C)S(=O)(=O)c1ccc(Cl)cc1	-0.5	-1	2	-20	-24	·	0	0.4
COc1ccc2oc(=O)c(C(=O)OCc3ccccc3)cc2c1	-2.5	-9	0	-45	-1	-3	4	0.1
O=C(c1ccccc1)N1C(=O)C(c2ccccc2)Oc2ccccc21 (stereo not given)	·	·	1	1	-6	-7	·	0.0
Nc1nnc(SCCN2C(=O)c3ccccc3C2=O)s1	·	5	·	11	·	-2	7	·
COc1cc(C(C)=O)ccc1OCC(O)Cn1nc(C)c(C(C)=O)c1C (stereo not given)	-0.2	-5	-2	15	-15	-2	4	0.0
O=C(Nc1ccccc1)N[C@H]1CC[C@H](CCn2cc(-c3ccccc3F)nn2)O[C@H]1CO	-2.4	·	2	19	-7	·	·	0.1
Cc1ccc(OCCn2cc(/C=C(\C#N)C(=O)NCC3CCCO3)c3ccccc32)cc1 (stereo not given)	·	·	0	-10	-17	-1	·	0.3
COc1ccccc1C(=O)Nc1ccc(S(=O)(=O)Nc2nccs2)cc1	1.3	-4	4	32	-28	-2	-14	0.3
C[C@@H]1CN([C@H](C)CO)C(=O)c2cc(NS(=O)(=O)c3ccc(F)cc3)ccc2O[C@@H]1CN(C)Cc1ccc(Oc2ccccc2)cc1	4.3	0	1	-13	-40	-6	-19	-0.2
CCOC(=O)c1cnc2ccc(C)cc2c1NCCN1CCOCC1	-3.1	-2	1	6	4	9	?	0.0
CS(=O)(=O)N1CCC(C(=O)Nc2ccc(C(N)=O)cc2)CC1	-2.2	0	2	6	-14	-4	2	0.3
C[C@@H]1CN([C@@H](C)CO)C(=O)c2cc(-c3ccccc3F)cnc2O[C@H]1CN(C)Cc1cccc(F)c1	1.3&-1.1&-1.0	-9&-3&-2	-2&1&2	-7&-38	-13&7&13	10&-2	-11&-4&-4	-0.1&-1.4
Cn1cc([C@]2(O)C(=O)Nc3ccc(OC(F)(F)F)cc32)c2ccccc21	0.6	·	4	·	10	·	·	0.3
C=CCn1c(=O)c2ccccc2n2c(SCC(=O)O)nnc12	2.6	-9	-2	8	-6	3	3	0.0
OCCCNc1ncnc2c1ncn2[C@H]1CN(C2CCCC2)C[C@@H](CO)O1	-3.0	-1	0	9	-8	·	9	0.0
COc1ccc(Cl)cc1C(=O)Nc1ccc(S(N)(=O)=O)cc1	2.8	4	-1	3	-24	0	·	0.1
COc1cc(/C=N/NC(=O)c2cc(-c3ccco3)nc3ccccc23)cc(OC)c1O	0.7	·	·	13	-2	-3	·	-0.2
CCNC(=O)C[C@@H]1C=C[C@H](NS(=O)(=O)c2ccc(C)cc2)[C@@H](CO)O1	1.9	-3	0	-4	-3	-10	-7	0.4
COC(=O)[C@@H](NC(=O)/C=C/c1ccc(OC)cc1)C(C)C	-0.2	·	1	-2	0	0	·	0.0
CC1CCCCC1NC(=O)COC(=O)c1cccn1C (stereo not given)	-3.5	8	1	3	-4	-19	-2	-0.5
Cn1c(=O)c2c(nc(SCC(=O)NCC3CCCO3)n2C)n(C)c1=O (stereo not given)	-2.9	-6	0	9	-2	-4	-9	·
COCCn1c(SCC(=O)Nc2nnc(C)s2)nnc1-c1ccoc1C	-2.2	5	4	14	-7	-5	8	0.0
Cn1c(=O)c2ccccc2n(CC(=O)N2CCCc3ccccc32)c1=O	0.3	2	5	27	-5	-4	-2	0.4
C[C@@H]1CN([C@H](C)CO)S(=O)(=O)c2ccc(C3=CCCCC3)cc2O[C@@H]1CN(C)C(=O)C1CCCCC1	-2.3	-2	3	-37	-5	20	-7	-0.7
CCN(C[C@@H]1[C@@H](c2ccccc2)[C@@H](CO)N1C(C)=O)C(=O)NC1CCCC1	0.5	-1	-1	-4	-3	3	3	0.2
COc1ccc(NC(=O)N[C@@H]2CC[C@@H](CCn3cc(-c4ccc(F)cc4)nn3)O[C@@H]2CO)cc1	9.2*	-4	-7	7	6	-8	8	0.0
CC1CN(S(=O)(=O)c2ccc(C(=O)N(CCCN(C)C)c3nc4cc5c(cc4s3)OCCO5)cc2)CC(C)O1 (stereo not given)	-2.9	13	-2	-24	23	9	14	0.2
COc1ccc(C(=O)N/C(=C\c2ccc(SC)cc2)C(=O)NCCCn2ccnc2)cc1OC	2.6	·	4	5	-5	3	·	-0.1
OC1c2cc(Br)ccc2N=C2CCCCCN21 (stereo not given)	-0.2	44*	2	8	5	·	10	0.4
COc1ccc(N2CCN(C(=O)c3ccc4c(=O)n(Cc5ccc6c(c5)OCO6)c(=O)[nH]c4c3)CC2)cc1	-0.5	4	2	7	-7	0	-5	0.1
COc1ccc(CN2CC(=O)N(c3ccccc3OC)C2=S)cc1OC	2.5	·	1	12	-6	·	·	0.0
FC(F)(F)c1cc(Cl)c2nc(-c3ccc(Cl)cc3)c(Cc3ccccc3)n2c1	0.9	-3	3	-12	-12	·	2	0.0
CCOc1ccccc1NC(=O)C(OC(=O)c1cc(C)oc1C)c1ccccc1 (stereo not given)	3.0	·	-2	1	-40	·	·	0.3
COc1ccc(/C=C/c2ccc3c(Br)ccc(O)c3n2)cc1	6.0	?	0	2	-17	-2	-13	0.0
Cc1ccc(S(=O)(=O)NN=C2C(=O)C3CCC2C3Cl)cc1 (stereo not given)	3.3	·	1	11	-6	-2	·	-0.1
Cc1noc(C(=O)N2CCN(c3ccc(F)cc3)CC2)c1Cl	2.1	6	·	10	-34	10	0	0.2
CC(=O)Oc1cccc(C(=O)Nc2ccc3c(c2)C(=O)N(CC2CCCO2)C3=O)c1 (stereo not given)	1.4	3	2	16	-10	·	-2	0.0
Cc1cccc(N(C(=O)c2snc(C(N)=O)c2N)C(C(=O)NCC2CCCO2)c2ccc(N(C)C)cc2)c1C (stereo not given)	3.8	5	-1	7	-19	·	-9	0.3
CO[C@@H](CN(C)C(=O)C1CCOCC1)[C@@H](C)CN([C@H](C)CO)S(=O)(=O)c1ccccc1	-2.6	-5	0	5	-8	0	-4	0.0
O=C(CN1C(=O)/C(=C/c2ccccc2Cl)SC1=S)NC1CCS(=O)(=O)C1 (stereo not given)	0.6	3	1	-2	-20	-3	-2	0.0
Cc1ccc(NC2CCCN(C(=O)C3CCCCC3)C2)cc1C (stereo not given)	3.3	·	1	0	-3	-20	-2	0.0
O=C(CSc1ccccn1)N1CCN(c2ncc(C(F)(F)F)cc2Cl)CC1	-1.1	0	0	·	0	-1	5	0.0
CCOC(=O)c1ccc(NC(=O)CN2C(=O)NC3(CCC(C)CC3)C2=O)cc1 (stereo not given)	-0.7	2	-1	-9	-10	-2	8	0.0
COc1cc(C2C(C(=O)c3sc(C)nc3C)=C(O)C(=O)N2CCN(C)C)cc(OC)c1OC (stereo not given)	·	-7	·	-4	·	-4	-3	·
CC(C)NC(=O)Nc1ccc2c(c1)C(=O)N([C@@H](C)CO)C[C@H](C)[C@@H](CN(C)C(=O)NC(C)C)O2	1.7	1	-4	4	2	-16	3	-0.4
O=C(NCC[C@H]1CC[C@H](NC(=O)c2cccnc2)[C@H](CO)O1)Nc1ccc(Cl)cc1	-0.8	27	0	-18	14	0	10	0.1
CC1(C)CC(=O)C=C(c2n[nH]nc2-c2ccccc2)C1	-1.6	-7	0	10	-7	·	·	0.1
O=C(Cc1ccc(F)cc1)N1CCC(CC2CC(c3ccc(Cl)cc3)=NO2)(C(=O)NCC2CCCCC2)CC1 (stereo not given)	0.1	·	-3	-16	-10	31	2	0.0
Cc1noc(C)c1S(=O)(=O)Nc1ccc2c(c1)CC(=O)N([C@@H](C)CO)C[C@H](C)[C@@H](CN(C)S(=O)(=O)c1cccs1)O2	-1.7	-1	2	6	-2	2	4	-1.3
O=C(CSc1nnc(-c2ccccc2)o1)Nc1ccccc1F	2.1	-66	-5	-1	-10	-6	-8	0.2
CCCCC[C@@H](/C=C/C1C(=O)C=C[C@H]1C/C=C\CCCC(=O)O)OC(C)=O (stereo not given in full)	-1.3	-6	-3	-11	-17	-2	-15	0.2
COc1ccccc1NC(=O)N1CC(=O)N2[C@H](C1)[C@@H](c1ccc(C#Cc3ccccc3)cc1)[C@@H]2CO	2.6	·	-2	-43	-6	·	·	0.0
O=C(CCc1ccc(S(=O)(=O)N2CCOCC2)cc1)Nc1ccc2c(c1)OCCO2	-2.9	6	5	11	-18	8	-8	0.0
CCOC(=O)C1CCN(C(=O)COC(=O)c2cccc(NS(=O)(=O)c3ccccc3)c2)CC1	-1.1	1	1	-13	-4	-1	4	0.2
CC(C)(OC1OC(CO)C(O)C(O)C1O)[C@H]1Oc2ccc3ccc(=O)oc3c2[C@H]1O (stereo not given in full)	3.8	10	-2	10	-1	-9	-9	-0.3
CC(C)NC(=O)Nc1ccc2c(c1)CC(=O)N([C@@H](C)CO)C[C@H](C)[C@@H](CN(C)Cc1ccncc1)O2	-0.8	2	0	3	-2	0	-10	-0.6
CCOC(=O)c1c(C)nc2c(c1-c1ccccc1)C(=O)c1ccccc1-2	·	-7	·	-30	·	27	4	·
O=C(NCC(c1ccco1)N1CCCC1)c1cc(S(=O)(=O)N2CCCCC2)ccc1Cl (stereo not given)	-1.3	-3	-2	-4	-26	2	-7	0.0
CCOC(=O)C(C)Oc1ccc(NC(=O)C(Cl)(Cl)Cl)cc1 (stereo not given)	1.6	·	·	-19	-18	-4	·	0.2
COc1ccc(CCNC(=O)C2CCN(S(=O)(=O)N3CCCCCC3)CC2)cc1OC	·	2	·	4	·	8	-6	·

Quoted from the listing:
COc1ccccc1NC(=O)N1CC(=O)N2[C@H](C1)[C@@H](c1ccc(C#Cc3ccccc3)cc1)[C@@H]2CO in RAD52 inh is entered as -6
O=C(Cc1ccc(F)cc1)N1CCC(CC2CC(c3ccc(Cl)cc3)=NO2)(C(=O)NCC2CCCCC2)CC1 (stereo not given) in RAD54 inh is entered as 2
